FBW7 act: human FBW7 E3 ligase activation, primary screen; Q969H0; AlphaScreen FBW7–phospho-cyclin E peptide binding, activator screen; normalized activity (activation), % at 26.1 µM; 650,000 compounds, 0.13% hits; in the data active = normalized activity above about 1.9%;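 note: purified mutant Fbw7 with reduced substrate affinity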
MITF primary: blocks human microphthalmia-associated transcription factor; O75030; AlphaScreen MITF homodimerization, bead proximity signal; inhibition, % at 2.6 µM; 650,000 compounds, 0.91% hits; AID 1259374; in the data active = inhibition above about 50%;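 note: 0% = vehicle wells with protein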
Target sequence (O75030 whole entry, looked up): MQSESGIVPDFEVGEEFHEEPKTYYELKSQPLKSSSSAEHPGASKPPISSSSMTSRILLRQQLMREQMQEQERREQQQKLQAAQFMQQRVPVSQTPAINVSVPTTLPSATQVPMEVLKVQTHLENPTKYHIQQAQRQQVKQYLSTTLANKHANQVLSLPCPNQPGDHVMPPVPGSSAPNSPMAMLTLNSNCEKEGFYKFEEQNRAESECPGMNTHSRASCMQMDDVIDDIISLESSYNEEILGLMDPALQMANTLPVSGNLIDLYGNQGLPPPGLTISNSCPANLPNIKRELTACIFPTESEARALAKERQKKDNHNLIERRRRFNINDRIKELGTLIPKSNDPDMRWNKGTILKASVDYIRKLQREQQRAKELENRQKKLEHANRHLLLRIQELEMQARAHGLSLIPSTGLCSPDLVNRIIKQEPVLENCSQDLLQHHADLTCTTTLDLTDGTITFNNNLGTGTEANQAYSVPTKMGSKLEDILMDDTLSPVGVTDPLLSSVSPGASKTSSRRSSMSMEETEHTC
TEAD-YAP block: TEAD-YAP interaction inhibition | HEK-TIYL cells, TEAD-Gal4/YAP UAS-luciferase luminescence | inhibition, % at 9.12 µM | 640,000 compounds, 1.4% hits | AID 1259422; in the data active = inhibition above about 32%;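 note: 0% = median of test compound wells and 100% = reference inhibitor wells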
GPR151 activ: activates the human receptor GPR151. Q8TDV0. PathHunter beta-arrestin GPR151 cells, luminescence. activation, % at 11.2 µM. 650,000 compounds, 1% hits; in the data active = activation above about 4.9%;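 note: 0% = median of compound wells and 100% = cells with positive control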
Active calls of the source: *.

1. Cc1ccc(OCC(O)CN2CCCCC2C)cc1C (configuration not stated)
2. Cc1cc2nc(-c3cccnc3SCC(=O)N(C)C)[nH]c2cc1C
3. Cc1nnc2n(-c3cccc(Cl)c3)c(=O)c3c4c(sc3n12)COC(C)(C)C4
4. COc1ccc(C(=O)N2CCN(C3CCCC3)CC2)cc1OC1CCN(C(C)C)CC1
5. CCOC(=O)N1CCN(S(=O)(=O)c2ccc(C(=O)Nc3sc4c(c3C(N)=O)CCN(CC)C4)cc2)CC1
6. Oc1ccc(/C=N/NC(=S)NCC2CCCO2)cc1 (configuration not stated)
7. C=CCN1/C(=C(\C#N)C2=NS(=O)(=O)c3ccccc32)N(C)c2ccccc21
8. O=S(=O)(O)c1ccc2ccc(O)cc2c1
Assay by compound | 1 | 2 | 3 | 4 | 5 | 6 | 7 | 8
FBW7 act | 0.0 | 0.0 | 0.1 | 0.2 | 0.5 | 0.0 | 0.6 | 0.0
MITF primary | 6 | 11 | 9 | 7 | -5 | -25 | 13 | 3
TEAD-YAP block | 13 | 27 | -4 | -1 | -4 | 6 | -5 | 2
GPR151 activ | -1.2 | -3.4 | 1.3 | -0.6 | 0.4 | -0.4 | -1.1 | -0.9

9. O=C(c1cc(C2CC2)[nH]n1)n1ccnc1
10. CCCCC(=O)Nc1ccc(C(=O)NN2C(=O)c3ccccc3C2=O)cc1
11. OC1CCN(c2ccnc3c(-c4ccccc4)cnn23)CC1
12. CCCn1c(=S)[nH]c2cc(C(=O)NCCN(C)C)ccc2c1=O
13. O=C(O)CCCNS(=O)(=O)c1ccc(Cl)c(C(F)(F)F)c1
14. COC(=O)C1=NN(C(C)=O)C2C(=O)N(c3cc(C)cc(C)c3)C(=O)C12 (configuration not stated)
15. Cc1c(NS(=O)(=O)N2CCCCC2)c(=O)n(-c2ccccc2)n1C
16. CC(C)N(Cc1nc(-c2ccccc2)no1)C(=O)c1ccc([N+](=O)[O-])cc1Cl
Assay by compound | 9 | 10 | 11 | 12 | 13 | 14 | 15 | 16
FBW7 act | -0.2 | 0.3 | 0.4 | -0.1 | 0.0 | 0.8 | -0.1 | 0.1
MITF primary | 3 | 0 | 3 | 7 | 9 | 17 | 16 | 1
TEAD-YAP block | -5 | -1 | -55 | 2 | 5 | 8 | 3 | 5
GPR151 activ | -0.7 | 2.4 | -0.4 | 1.6 | 1.6 | -1.0 | -0.3 | 1.2

17. OCCCNc1nc(-c2cccnc2)nc2ccccc12
18. COc1cc2cc3c(N)c(C(=O)Nc4ccc(F)cc4)sc3nc2cc1OC
19. O=C1COc2cc(S(=O)(=O)N3CCN(c4ccccn4)CC3)ccc2N1
20. COc1ccc(Nc2ncnc3c2c(-c2ccccc2)cn3-c2cccc(C)c2)cc1
21. CN(C)C(=O)Cn1nc(-c2cccc3ncccc23)oc1=O
22. COc1ccccc1Cn1c(SCC(=O)NCc2ccccc2Cl)nc2ccccc2c1=O
23. CCOC(=O)C1=C(C)NC(=O)NC1c1ccccc1C(F)(F)F (configuration not stated)
24. Cn1c(=O)c2c([nH]c(=S)n2Cc2cccc3ccccc23)n(C)c1=O
Assay by compound | 17 | 18 | 19 | 20 | 21 | 22 | 23 | 24
FBW7 act | -0.1 | 0.0 | -0.1 | 0.1 | 0.0 | 0.1 | 0.1 | 0.0
MITF primary | 11 | 25 | 13 | -1 | -3 | 17 | -3 | 2
TEAD-YAP block | 17 | -9 | -3 | -3 | 8 | 4 | -3 | 0
GPR151 activ | -1.0 | -0.6 | 1.6 | 2.1 | 0.6 | -1.6 | 1.1 | 0.3

25. CCCNC(=O)C1=C(C)C(=O)OC12CCC(C)CC2 (configuration not stated)
26. CCc1ccc(C2=NC(c3ccccc3Cl)NC(c3cc(Cl)ccc3O)C2)cc1 (configuration not stated)
27. CCc1ccc(CN2CCCC(N3CCOCC3)C2)o1 (configuration not stated)
28. COc1ccccc1COn1c(=O)c(-c2ccccc2)[n+]([O-])c2ccccc21
29. COCCNC(=O)CCSCc1cccc(Cl)c1
30. CCOC(=O)c1c(NC(=O)C(C)Sc2nnc(CNC(=O)c3ccco3)n2CCc2ccccc2)sc2c1CCC2 (configuration not stated)
31. O=C(Nc1cc(Cl)ccc1OC(=O)c1cccs1)c1cccs1
32. O=C(NCC1CCCO1)C(Cc1ccccc1)NS(=O)(=O)c1ccc(Cl)cc1 (configuration not stated)
Assay by compound | 25 | 26 | 27 | 28 | 29 | 30 | 31 | 32
FBW7 act | -0.1 | -0.2 | -0.1 | -0.1 | -0.1 | 0.1 | 0.0 | 0.2
MITF primary | 6 | -8 | 2 | 11 | 5 | 7 | 13 | 0
TEAD-YAP block | -9 | 6 | 0 | 0 | -5 | 9 | -4 | -2
GPR151 activ | -0.3 | 2.1 | 1.7 | -0.3 | -0.5 | -0.4 | -1.4 | -0.4

33. Cc1nc(C(C)NC(=O)COc2ccc(N(C)Cc3ccc(F)cc3)nn2)c(C)s1 (configuration not stated)
34. CCC(=O)N1CCc2cc(S(=O)(=O)N3CCCC3)ccc21
35. O=C(COc1ccccc1)Nc1c2c(nn1-c1ccc([N+](=O)[O-])cc1)CSC2
36. Oc1ccc(-c2csc(Nc3ccccc3)n2)cc1O
37. O=C(Nc1ccccc1I)c1ccc(I)cc1
38. COc1cc(C=O)ccc1OCC(=O)OC(C)C
39. CCN1C(=O)NC(c2ccccc2Br)C(C(=O)OC)=C1C (configuration not stated)
40. COc1ccc(C(=O)NCc2nnc(SCC(=O)N3N=C(c4cccs4)CC3c3ccc(OC)cc3)n2-c2ccccc2)cc1 (configuration not stated)
Assay by compound | 33 | 34 | 35 | 36 | 37 | 38 | 39 | 40
FBW7 act | 0.0 | -0.1 | 0.0 | 0.0 | -0.1 | 1.2 | -0.3 | 0.2
MITF primary | 12 | 4 | 2 | 66* | -3 | -48 | 3 | 9
TEAD-YAP block | 7 | 4 | 12 | -15 | -66 | -28 | 7 | -12
GPR151 activ | -0.5 | -0.6 | -0.9 | 1.3 | -1.7 | -6.0 | 1.2 | -0.5

41. COC(=O)c1ccc(NC(=O)c2c(NCc3ccc(OC)c(OC)c3)sc3c2CCCC3)cc1
42. COc1cccc(OCCNCCO)c1
43. CCc1nnc(NC(=O)CN2CCC(NC(C)=O)(c3ccccc3)CC2)s1
44. O=C1C(=O)N(C2CCCC2)C(=O)N1CN1CCN(c2ccccc2F)CC1
45. CC(=O)/C(Cc1ccc(F)cc1)=C(/C)N1CCOCC1
46. Nc1c(C=O)sc2nc3c(cc12)CCCC3
47. CC(C)NC1=C(Cl)C(=O)c2ccccc2C1=O
48. O=C(Nc1ncc(C(O)(C(F)(F)F)C(F)(F)F)s1)c1ccc(F)cc1
Assay by compound | 41 | 42 | 43 | 44 | 45 | 46 | 47 | 48
FBW7 act | 0.0 | -0.1 | -0.1 | -0.1 | 0.1 | 1.1 | 0.2 | 0.0
MITF primary | 6 | -7 | 16 | -3 | 17 | 9 | 3 | 0
TEAD-YAP block | 26 | 1 | 7 | 10 | 6 | -8 | -27 | -59
GPR151 activ | -0.7 | 3.3 | -1.3 | -0.6 | -1.4 | -0.7 | -0.7 | 2.0

49. CN1C(=O)C(C)(C)c2cc(S(=O)(=O)N3CCCC3C(=O)NC3CCCC3)ccc21 (configuration not stated)
50. CC(=O)c1sc(NC(=O)c2cc(Cl)ccc2[N+](=O)[O-])nc1C
51. COc1ccc(NC(=O)c2cc(-c3ccccc3O)on2)cc1
52. NC(=O)CSc1ncc(-c2ccccc2)[nH]1
53. CCCCN(CCCC)S(=O)(=O)c1c(C)[nH]c(=O)[nH]c1=O
54. N#C/C(=C(/O)COC(=O)CCc1c[nH]c2ccccc12)c1nc2ccccc2[nH]1
Assay by compound | 49 | 50 | 51 | 52 | 53 | 54
FBW7 act | -0.1 | -0.1 | -0.1 | -0.1 | -0.2 | -0.4
MITF primary | -3 | -2 | 12 | 1 | -3 | 5
TEAD-YAP block | 0 | 0 | -11 | -3 | 7 | 17
GPR151 activ | 1.8 | 1.2 | 0.6 | -1.3 | -1.2 | -1.8

Structures shown so far containing a Cl atom (10):
3. Cc1nnc2n(-c3cccc(Cl)c3)c(=O)c3c4c(sc3n12)COC(C)(C)C4
13. O=C(O)CCCNS(=O)(=O)c1ccc(Cl)c(C(F)(F)F)c1
16. CC(C)N(Cc1nc(-c2ccccc2)no1)C(=O)c1ccc([N+](=O)[O-])cc1Cl
22. COc1ccccc1Cn1c(SCC(=O)NCc2ccccc2Cl)nc2ccccc2c1=O
26. CCc1ccc(C2=NC(c3ccccc3Cl)NC(c3cc(Cl)ccc3O)C2)cc1 (configuration not stated)
29. COCCNC(=O)CCSCc1cccc(Cl)c1
31. O=C(Nc1cc(Cl)ccc1OC(=O)c1cccs1)c1cccs1
32. O=C(NCC1CCCO1)C(Cc1ccccc1)NS(=O)(=O)c1ccc(Cl)cc1 (configuration not stated)
47. CC(C)NC1=C(Cl)C(=O)c2ccccc2C1=O
50. CC(=O)c1sc(NC(=O)c2cc(Cl)ccc2[N+](=O)[O-])nc1C
Assay by compound | 3 | 13 | 16 | 22 | 26 | 29 | 31 | 32 | 47 | 50
FBW7 act | 0.1 | 0.0 | 0.1 | 0.1 | -0.2 | -0.1 | 0.0 | 0.2 | 0.2 | -0.1
MITF primary | 9 | 9 | 1 | 17 | -8 | 5 | 13 | 0 | 3 | -2
TEAD-YAP block | -4 | 5 | 5 | 4 | 6 | -5 | -4 | -2 | -27 | 0
GPR151 activ | 1.3 | 1.6 | 1.2 | -1.6 | 2.1 | -0.5 | -1.4 | -0.4 | -0.7 | 1.2
